Screening results deposited in PubChem BioAssay by National Center for Advancing Translational Sciences (NCATS).
EPAC2 agonist = activates human EPAC2 exchange factor. Q8WZA2. EPAC2 activation, biochemical qHTS; response scale: 100% = 6.5 mM cAMP response. Potency, µM (top dose mostly 154 µM), for inactives: at the top dose activation, hits mostly activators. hit rate 0.079% among 360,000; note: potency is the fitted concentration of half-maximal effect; nearly all actives have a fitted effect of over 50% in size
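qHTS, titration series. 100 nM EPAC2 / 250 nM Rap1B-BODIPY-GDP / 50 uM GDP; RT; ex 480/em 540 nm, 5-min reads to 30 min. Norm. to 6.5 mM cAMP = activation.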
DRD3 antagonist = D3 dopamine receptor (human) antagonism | max response, negative = inhibition, % | P35462 | D3R cells, DiscoveRx beta-arrestin luminescence, antagonist mode; stronger effect = lower value | hit rate 2.5% among 360,000; in the data active = max response below about -50%; inconclusive = no clear call, values can overlap the other calls; note: % is set by controls: 0 for no effect and ±100 for the full control effect; mostly tested at two doses, the higher about 12 µM
Target sequence (P35462 whole entry, looked up): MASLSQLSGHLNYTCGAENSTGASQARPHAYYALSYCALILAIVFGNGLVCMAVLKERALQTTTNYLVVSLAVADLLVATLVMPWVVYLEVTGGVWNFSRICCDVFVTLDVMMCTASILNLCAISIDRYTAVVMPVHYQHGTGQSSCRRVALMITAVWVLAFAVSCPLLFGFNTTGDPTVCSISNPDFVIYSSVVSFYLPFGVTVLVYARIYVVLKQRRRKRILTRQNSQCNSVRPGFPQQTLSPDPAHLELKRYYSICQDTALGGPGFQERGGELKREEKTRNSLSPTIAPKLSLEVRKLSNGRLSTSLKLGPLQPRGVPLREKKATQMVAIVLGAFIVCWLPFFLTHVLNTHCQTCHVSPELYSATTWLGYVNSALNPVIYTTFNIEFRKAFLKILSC
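Cells expressing the human receptor were seeded at 1500 cells/well, incubated overnight at 37 degrees C in 5% CO2, then exposed to library compounds with dopamine controls for 90 minutes at 37 degrees C before luminescent detection.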
D3 ag = D3 dopamine receptor (human) agonism. hit rate 0.58% among 410,000. D3R DiscoveRx beta-arrestin cells, luminescence, 90 min. max activation, %; in the data active = max activation above about 30%; note: 0% is about no effect; mostly tested at two doses, the higher about 12 µM
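Agonist mode: compounds and dopamine controls were applied to plated cells for 90 min at 37 degrees C after an overnight attachment at 1500 cells/well. Luminescent read-out followed 30 - 60 minutes at room temperature with DiscoveRx detection reagent.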
CCT chaperon mod = modulators of cytosolic chaperonin (CCT/TRiC) activity | purified chaperonin ATPase assay, HTRF ADP detection, 30 min | hit rate 0.3% among 360,000 | activity change, % (no concentration beside the values), hits read low | AID 651819; in the data active = activity change below about -30%; note: % is set by controls: 0 for no effect and ±100 for the full control effect
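We incubate TRiC, 40 or 20 nM final, with library compounds at 76 uM and 10 uM ATP for 30 min at 37 °C. ADP formed is detected with Transcreener HTRF reagents after 30 min at room temperature.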
EPAC2 antagonist = antagonists of human EPAC2. Q8WZA2. EPAC2 GEF exchange of Rap1B-BODIPY-GDP, fluorescence. Potency, µM (series often up to 114 µM), without a hit: at the highest dose activity, negative = inhibition, actives largely listed as inhibitors. hit rate 0.18% among 360,000. AID 720708; note: potency is the fitted concentration of half-maximal effect; % is set by controls: 0 for no effect and ±100 for the full control effect; nearly all actives have a fitted effect of over 45% in size; many of its hits are not listed in these tables
PTHR1 agonist = PTHR1 (human) receptor agonism. hit rate 0.075% among 410,000. Q03431. Potency, µM (series often up to 115 µM), for inactives: at the top dose activation, usual class: activators. HEK293 GP2 PTHR1 cells, GloSensor cAMP luminescence, 1 h; note: potency is the fitted concentration of half-maximal effect; nearly all actives have a fitted effect of over 55% in size; some results filed as inactive show a strong effect at the top dose; inactives centre near -15; many of its hits are not listed in these tables
Target sequence (Q03431 whole entry, looked up): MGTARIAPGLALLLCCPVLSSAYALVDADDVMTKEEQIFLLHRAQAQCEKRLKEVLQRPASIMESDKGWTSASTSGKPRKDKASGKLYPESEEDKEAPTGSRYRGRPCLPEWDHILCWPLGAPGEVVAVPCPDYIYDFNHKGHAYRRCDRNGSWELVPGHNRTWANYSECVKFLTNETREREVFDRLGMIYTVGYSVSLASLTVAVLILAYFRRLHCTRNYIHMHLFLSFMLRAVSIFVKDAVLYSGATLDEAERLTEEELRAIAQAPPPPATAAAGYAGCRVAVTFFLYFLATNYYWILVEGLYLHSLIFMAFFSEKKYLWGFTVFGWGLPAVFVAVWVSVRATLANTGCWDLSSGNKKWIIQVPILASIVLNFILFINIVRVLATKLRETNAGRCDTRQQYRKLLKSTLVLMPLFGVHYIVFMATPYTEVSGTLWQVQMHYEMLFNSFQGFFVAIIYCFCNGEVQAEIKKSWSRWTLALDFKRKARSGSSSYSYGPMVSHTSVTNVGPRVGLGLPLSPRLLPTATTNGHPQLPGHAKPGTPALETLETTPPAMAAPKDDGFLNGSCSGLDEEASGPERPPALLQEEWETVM
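HEK-293-derived GP2 cells expressing PTHR1 and a GloSensor cAMP reporter, 3,000/well, plated overnight, given luciferin plus IBMX (each 0.5 mM as added) for 1 h at 37 °C, then compound for 1 h at 37 °C. Luminescence was read after 15 min at room temperature.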
Akt phos inh = blocks phosphorylation of Akt | hit rate 0.32% among 360,000 | activity change, % for hits at 50 µM | Neuro2A IGF-stimulated pAkt S473 HTRF, 20 min; stronger effect = lower value; in the data active = activity change below about -80%; inconclusive = mostly about -51% to -80%; note: % is set by controls: 0 for no effect and ±100 for the full control effect
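Neuro2A cells in DMEM with 0.5% FBS, overnight at 37 deg C, given compound at single 50 µM final, then IGF (6 nM final) for 20 min at 37 deg C. Lysed; phospho-Akt Ser473 by HTRF after 24 h, 665/615 ratio.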
MmCpn inh = inhibitors of Methanococcus maripaludis chaperonin (MmCpn) | purified Mm-Cpn ATPase, ADP Transcreener TR-FRET | Potency, µM (highest dose often 76.9 µM), for inactives: at the top dose activity, negative = inhibition, most hits filed as inhibitors | hit rate 0.031% among 330,000 | AID 504842; note: potency is the fitted concentration of half-maximal effect; % is set by controls: 0 for no effect and ±100 for the full control effect; nearly all actives have a fitted effect of over 80% in size
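Inhibition of chaperonin ATP hydrolysis is measured as reduced ADP production, detected by competitive TR-FRET in which signal falls with ADP. Final enzyme 25 nM and ATP 10 uM, reacted 30 min at 37°C.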
Starred values were filed as active, the others as inactive; i = inactive; ? = inconclusive; nt = no result given; & = joins results of further samples; [ ] = dose if it differs, or a comment. Unless noted, calls come from the whole dose curve; as a rule, active = well fitted curve in the direction sought with a large enough effect; inconclusive = small, poorly fitted or top-dose-only effect, or another doubt; inactive = no such curve, though single readings can be large; an effect the other way counts as inactive or inconclusive. These rows are one share of the data (hit frequency here may not be typical).

SMILES	EPAC2 agonist	DRD3 antagonist	D3 ag	CCT chaperon mod	EPAC2 antagonist	PTHR1 agonist	Akt phos inh	MmCpn inh
CN(C[C@H](Cc1ccccc1)N(C[C@@H](Cc1cccc2ccccc12)N(CCc1ccccc1)N=O)N=O)N=O	8%	3	0	-0.1	-2%	-9%	i	nt
CCCCN1C(=O)C(CC(=O)NC2CC2)CC(C(=O)N2CCOCC2)=C1C (configuration not stated)	6%	-11	9	-1.1	3%	-11%	i	nt
CCCn1nnc(NC(=O)c2ccc(F)cc2)n1	10%	-5	4	-0.3	17%	-2%	i	1%
C=CCNC(=O)COC(=O)c1oc2ccccc2c1CSC1CCCCC1	8%	-22	-13	-1.5	-1%	-3%	i	1%
CCN(CC)CCNC(=O)/C(=C/c1cn(C)c2ccccc12)NC(=O)c1ccc(OC)c(OC)c1	10%	-10	-1	0.7	3%	-7%	i	-2%
CCc1c(C#N)sc(C(N)=O)c1CC	-8%	-9	-6	0.1	-8%	-1%	i	1%
NC(=O)c1c(NC(=S)Nc2ccc(F)cc2)sc2c1CCCC2	7%	-9	8	-2.5	12%	-8%	i	-9%
CCOC(=O)C1CCCN(C(=S)Nc2ccc(S(=O)(=O)N3CCOCC3)cc2)C1 (configuration not stated)	-4%	22	2	-1.0	-6%	-19%	i	1%
Cc1ccc(S(=O)(=O)NCC(=O)OCC(=O)NCCc2ccccc2)cc1	3%	21	7	-5.6	8%	i	i	1%
COc1ccc(S(=O)(=O)Nc2ccccc2C(=O)NCc2cccnc2)cc1	3%	5	3	-0.9	3%	-18%	i	?
COc1ccc(Cc2nc(-c3cccc(C)c3)no2)cc1	17%	30	4	0.1	2%	-14%	i	-1%
O=C(c1cnc2n(c1=O)CCS2)N1CCN(C(c2ccccc2)c2ccc(Cl)cc2)CC1 (configuration not stated)	4%	15	-5	-0.9	?	-60%[inhibitor]	i	0%
COc1ccc(Cc2nc3ccc(C(=O)N4CCOCC4)cc3o2)cc1	10%	21	-1	1.1	6%	-55%[inhibitor]	i	0%
Cc1ccc(CNC(=O)C(NS(=O)(=O)c2cccs2)C(C)C)cc1 (configuration not stated)	7%	5	-7&1	0.9	-2%	-10%	i	0%
O=C(NCC1CCCO1)c1ccc(CS(=O)(=O)c2ccc(Cl)cc2)o1 (configuration not stated)	2%	12	6	-0.4	-1%	-12%[57.5 µM]	i	-2%
COc1cc(C(=O)NC2CCN(CC(=O)NC3CCCCC3)CC2)cc(OC)c1OC	5%	6	-6	0.8	-3%	1%	i	-5%
Cc1ccc(S(=O)(=O)CC(=O)Nc2ccccn2)cc1	9%	12	1	0.1	4%	-1%	i	2%
CCOC(=O)c1c(C)oc2ccc(OC(=O)c3cccs3)cc12	7%	26	7	-1.5	?	-9%	i	4%
Cc1cc(C(=O)C(C)Cl)c(C)n1Cc1ccco1 (configuration not stated)	9%	5	2	-0.7	-8%	i	i	-2%
CCC(COC(=O)c1ccccc1)Oc1cc(NCc2ccccc2)c2ncn(C(C)C)c2c1 (configuration not stated)	7%	4	0	-0.6	-15%	-15%	i	0%
Cc1noc(NC(=O)c2cccc(C(F)(F)F)c2)c1Cl	-10%	0	-5	-0.4	1%	-10%	i	0%
O=C(COC(=O)C1c2ccccc2Oc2ccccc21)NC1CCS(=O)(=O)C1 (configuration not stated)	1%	-24	1	0.6	3%	i	i	1%
Cc1ccc(CC(=O)Nc2ccccc2-c2ccccc2)cc1C	24%	-4	-3	-0.1	-10%	-45%[inhibitor]	i	0%
Cc1nc(CCNC(=O)c2ccccc2)cs1	3%	-23	-9	-1.5	-3%	17%[57.5 µM]	i	0%
CC(C)Oc1ccc(CNC(=O)Cn2c(=O)oc3ccccc32)cc1	7%	-6	-4&1	-1.0	12%	-29%	i	0%
COc1ccc(CCNC(=O)C2CCN(c3nccc(C)n3)CC2)cc1	0%	?	-4	-3.5	12%	-18%	i	0%
CCC(C)(C)NC(=O)C(c1ccccn1)N(C(=O)c1csnn1)c1ccccc1 (configuration not stated)	7%	3	1	-1.7	6%	-92%[inhibitor]	i	2%
Cc1ccc(C)c(NC(=O)COC(=O)CC2c3ccccc3CCN2S(=O)(=O)c2ccc(F)cc2)c1 (configuration not stated)	10%	0	-2	-4.6	-14%	i	i	1%
O=C(Nc1ccncc1)c1ccccc1[N+](=O)[O-]	4%	7	-7	-0.6	8%	-12%	i	1%
CCOC(=O)CNC(=O)c1nn(-c2cccc(OC)c2)c(=O)c2ccccc12	-3%	12	5	0.5	-4%	i	i	3%
Nc1ccn(CC(=O)NCCc2ccccn2)c(=O)n1	7%	8	-12	-0.4	-7%	i	i	-3%
O=C(CSc1n[nH]c(-c2ccc(Br)cc2)n1)NC1CCCC1	-3%	24	0	0.4	4%	-36%[inhibitor]	i	0%
COc1ccc2oc(C(=O)OCC(=O)NC3(C#N)CCCC3)c(C)c2c1	9%	5	4	-0.9	5%	-5%	i	-3%
CCN(CC(=O)Nc1ccc(NC(C)=O)cc1)C(=O)c1cc([N+](=O)[O-])ccc1Sc1ccc(Cl)cc1	9%	-6	3	-1.3	-13%	-16%	i	nt
CCc1nc(N)c(C#N)c(-c2ccc(OC)c(OC)c2)c1C	-1%	9	8	-0.6	-17%	-12%	i	2%
O=C(COC(=O)CN1C(=O)c2ccccc2C1=O)NC1CCCCC1	-12%	1	-2	-0.9	-8%	i	i	5%
CC(=O)c1ccc(NC(=O)CSCCO)cc1	6%	17	1	-1.8	4%	i	i	-1%
CC1Oc2ccccc2N(CC(=O)NCC2CCCO2)C1=O (configuration not stated)	-9%	-22	2	-1.0	2%	i	i	0%
COc1cc2c(c(OC)c1OC)-c1c(cc3c(c1OC)OCO3)C[C@H](C)[C@@](C)(O)C2	5%	22	-10	0.2	-7%	i	i	1%
COC(=O)C1CCN(C(=O)c2ccc(NC(C)=O)cc2)CC1	2%	18	0	-0.1	11%	-22%	i	-2%
CC1=C(C)C(=O)N(c2ccccn2)C1=O	0%	-25	7	-2.7	8%	i	i	-2%
CCCc1cc(C(=O)Nc2ccccc2C(=O)OC)no1	5%	-6	0	-2.2	20%	-33%[inhibitor]	i	-2%
O=c1[nH]c2cc(Cl)cc([N+](=O)[O-])c2c2ccc(Cl)cc12	6%	-12	0	-0.8	9%	-4%	i	nt
CCn1c(SCC(=O)C(C)(C)C)nnc1-c1ccccc1OC	-1%	40	-5	0.7	0%	-2%	i	1%
COc1ccc2c(CC(=O)NNC(=O)c3ccc(O)cc3)coc2c1	3%	0	-1	-14	3%	-2%	i	-2%
CN(CCOc1ccccc1)S(=O)(=O)c1ccc2oc3ccccc3c2c1	12%	18	2	2.4	11%	-18%	i	2%
Cc1ccc(-n2nc3c(c2NC(=O)c2ccc(S(=O)(=O)N4CCOCC4)cc2)CSC3)c(C)c1	9%	6	6	-1.8	-1%	i	i	1%
CCOC(=O)C1=C(C)NC2=C(C(=O)CC(c3ccc(OC)c(OC)c3)C2)C1c1ccc(C)o1 (configuration not stated)	15%	0	-14	-21	-4%	-79%[inhibitor]	i	-2%
CCOc1ccc(Oc2ccc(NS(=O)(=O)c3ccc(CCC(=O)O)cc3)cc2)cc1	2%	-15	-4	-12	-15%	-58%	i	nt
COc1ccc(C2c3ccsc3CCN2C(C)=O)cc1 (configuration not stated)	8%	14	4	0.7	?	-12%	i	-5%

Record cards (already shown).
Listed for COc1ccc(C2c3ccsc3CCN2C(C)=O)cc1 (configuration not stated) = EPAC2 agonist = 8%; DRD3 antagonist = 14; D3 ag = 4; CCT chaperon mod = 0.7; EPAC2 antagonist = ?; PTHR1 agonist = -12%; Akt phos inh = i; MmCpn inh = -5%
Listed for CCn1c(SCC(=O)C(C)(C)C)nnc1-c1ccccc1OC = EPAC2 agonist = -1%; DRD3 antagonist = 40; D3 ag = -5; CCT chaperon mod = 0.7; EPAC2 antagonist = 0%; PTHR1 agonist = -2%; Akt phos inh = i; MmCpn inh = 1%
Listed for CC1=C(C)C(=O)N(c2ccccn2)C1=O = EPAC2 agonist = 0%; DRD3 antagonist = -25; D3 ag = 7; CCT chaperon mod = -2.7; EPAC2 antagonist = 8%; PTHR1 agonist = i; Akt phos inh = i; MmCpn inh = -2%

Of the compounds above, two have an NH in an aromatic ring.
SMILES	EPAC2 agonist	DRD3 antagonist	D3 ag	CCT chaperon mod	EPAC2 antagonist	PTHR1 agonist	Akt phos inh	MmCpn inh
O=C(CSc1n[nH]c(-c2ccc(Br)cc2)n1)NC1CCCC1	-3%	24	0	0.4	4%	-36%[inhibitor]	i	0%
O=c1[nH]c2cc(Cl)cc([N+](=O)[O-])c2c2ccc(Cl)cc12	6%	-12	0	-0.8	9%	-4%	i	nt

(next part)
SMILES	EPAC2 agonist	DRD3 antagonist	D3 ag	CCT chaperon mod	EPAC2 antagonist	PTHR1 agonist	Akt phos inh	MmCpn inh
CC(=O)Nc1ccc(S(=O)(=O)N2CCN(C)CC2)cc1	4%	17	9	-2.7	-3%	-33%[inhibitor][57.5 µM]	i	0%
CSc1nc(N(C)C)nc(N(C#N)CCOC(C)=O)n1	5%	9	-1	-2.4	-14%	-19%	i	1%
O=C(CCNC(=O)c1ccco1)Nc1cccc(C(F)(F)F)c1	7%	-8	-6	-2.4	-7%	i	i	3%
O=S(=O)(c1ccc(Cl)nc1)N(Cc1ccccc1)Cc1ccccc1	9%	-5	-9	0.0	1%	i	i	-1%
COc1cccc(-n2c(SCC(=O)NCc3ccco3)nnc2-c2c[nH]c3ccccc23)c1	10%	13	0	-2.3	-7%	-24%	i	2%
O=C(O)CCCc1c(-[n+]2ccccc2)[nH]c2ccccc12	5%	11	3	-1.7	1%	i	i	1%
Cc1ccccc1/C=c1\s/c(=C\C(=O)C(C)(C)C)[nH]c1=O	-1%	24	-13	-2.1	1%	-22%	i	1%
CC(C(=O)NCc1cccnc1)N1C(=O)c2ccccc2C1=O (configuration not stated)	-7%	38	14	0.0	10%	i	i	1%
